Assay outcomes deposited in PubChem BioAssay by National Center for Advancing Translational Sciences (NCATS).
ALOX12 inh = blocks human arachidonate 12S-lipoxygenase. P18054. purified 12hLO, xylenol orange hydroperoxide absorbance. Potency, µM (doses to about 108 µM), for inactives: top-dose activity change, negative = inhibition, usual class: inhibitors. hit rate 1.1% among 580,000. AID 1671190; note: potency is the fitted concentration of half-maximal effect; % is set by controls: 0 for no effect and ±100 for the full control effect
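Hydroperoxide product was detected by ferrous iron/xylenol orange as the 573 to 405 nm absorbance ratio. Arachidonic acid at 40 uM (final) was turned over for 30 min at room temperature by 150 nM human 12hLO, pH 7.0 Hepes buffer, after 15 min compound preincubation.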
ERG Ets-DNA blk = blocks human ERG Ets domain binding to DNA | fluorescence polarization, His-ERG Ets domain / labelled DNA | AID 624246 | hit rate 0.028% among 370,000 | Potency, µM (highest dose often 76.9 µM), without a hit: top-dose FP activity, negative = inhibition, usual class: inhibitors; active = well fitted inhibition curve with a large enough effect in the polarisation, with a control signal flat; inconclusive = small, poorly fitted or top-dose-only effect, or effect the other way, or a change in a side signal; inactive = no such curve, though single readings can be large or run the other way; the % refers to the polarisation;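 note: polarization taken with two DNA probes labelled with fluorescein and Texas red; potency is the fitted concentration of half-maximal effect; % of control where 0% means no effect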
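His-tagged ERG Ets domain (1 uM in the protein solution; 300mM KCl, 50mM Tris-HCl, 1mM EDTA, 1mM DTT, pH 7.5) received compound, then a probe mix of 5 nM fluorescein-DNA and 100nM Texas-615-DNA. Fluorescence polarization was read for both dyes.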
APEX1 inh = inhibitors of human APE1 endonuclease; AID 2517; Potency, µM (series often up to 65.8 µM), for the others: top-dose activity change, negative = inhibition, usual class: inhibitors; P27695; hit rate 0.35% among 350,000; recombinant APE1, TAMRA/BHQ-2 abasic DNA cleavage fluorescence;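 note: potency is the fitted concentration of half-maximal effect; plate controls were vehicle for no effect and reference inhibitor for full effect; nearly all actives have a fitted effect of over 55% in size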
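Enzyme (0.75 nM final) and test compound are incubated 15 min at room temperature before adding 50 nM quenched THF abasic-site duplex. Cleavage dequenches TAMRA, followed at 525/598 nm over three reads one minute apart.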
POLK inh = inhibitors of human DNA polymerase kappa; Potency, µM (highest dose often 107 µM), for the others: at the highest dose activity, negative = inhibition, actives largely listed as inhibitors; Q9UBT6; hit rate 0.53% among 400,000; purified Pol kappa, fluorescent DNA synthesis assay, 10 min; note: potency is the fitted concentration of half-maximal effect; % is set by controls: 0 for no effect and ±100 for the full control effect
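10 nM Pol kappa was preincubated with compounds for 15 min at room temperature. Reaction started with 50 nM (final) substrate. Fluorescence read kinetically at 0 and 10 min.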
LDHA inh = inhibitors of human lactate dehydrogenase A; purified LDHA, NADH/diaphorase-resazurin fluorescence; active compounds read low; activity change, % (values are at about 110 or 230 µM); AID 1347041; hit rate 0.15% among 480,000; in the data active = activity change below about -30%; inconclusive = mostly about -25% to -30%;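 note: plate controls were DMSO wells for no effect and wells without enzyme for full effect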
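Human LDH5 (2 nM) was incubated with 0.06 mM NADH and 0.2 mM pyruvate for 5 min at room temperature in Tris pH 7.4. Remaining NADH was coupled through diaphorase/resazurin, and resorufin fluorescence was read at 0 and 20 min.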
Pol eta inh = blocks human DNA polymerase eta activity. hit rate 1.2% among 390,000. Q9Y253. recombinant Pol eta, fluorescent DNA replication assay. Potency, µM (titrated, usually from 114 µM), without a hit: top-dose activity change, negative = inhibition, actives largely listed as inhibitors; note: potency is the fitted concentration of half-maximal effect; % is set by controls: 0 for no effect and ±100 for the full control effect
Target sequence (Q9Y253 whole entry, looked up): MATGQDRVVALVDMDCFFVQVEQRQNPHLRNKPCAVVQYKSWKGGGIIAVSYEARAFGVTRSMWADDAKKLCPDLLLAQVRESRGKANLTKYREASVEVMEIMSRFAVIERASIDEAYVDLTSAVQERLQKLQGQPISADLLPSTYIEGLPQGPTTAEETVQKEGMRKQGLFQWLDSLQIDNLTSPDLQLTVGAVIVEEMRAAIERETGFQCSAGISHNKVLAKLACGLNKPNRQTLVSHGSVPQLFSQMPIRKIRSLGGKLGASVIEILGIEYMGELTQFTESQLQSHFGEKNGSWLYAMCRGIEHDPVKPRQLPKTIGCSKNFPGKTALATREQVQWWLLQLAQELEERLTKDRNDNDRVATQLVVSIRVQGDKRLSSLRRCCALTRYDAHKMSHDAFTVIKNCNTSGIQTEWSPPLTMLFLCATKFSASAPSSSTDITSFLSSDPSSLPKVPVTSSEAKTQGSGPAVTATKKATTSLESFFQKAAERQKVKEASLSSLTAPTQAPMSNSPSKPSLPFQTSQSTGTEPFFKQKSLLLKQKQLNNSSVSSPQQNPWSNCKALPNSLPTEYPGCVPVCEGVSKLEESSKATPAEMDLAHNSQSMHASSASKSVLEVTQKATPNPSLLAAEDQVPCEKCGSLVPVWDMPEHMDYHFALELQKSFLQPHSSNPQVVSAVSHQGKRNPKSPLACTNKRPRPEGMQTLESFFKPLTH
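Pol eta at 10 nM preincubated with compounds 15 min at room temperature; reaction started with fluorescent substrate (50 nM final) and read kinetically at 0 and 10 min.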
Apoferritin bind = binds horse apoferritin like a general anesthetic; P02791; apoferritin/1-aminoanthracene competitive binding, fluorescence; Potency, µM (doses to about 77.5 µM), for the others: at the top dose activity change, negative = displacement, hits mostly inhibitors; hit rate 0.074% among 350,000; AID 485281; note: potency is the fitted concentration of half-maximal effect; % is set by controls: 0 for no effect and ±100 for the full control effect; nearly all actives have a fitted effect of over 20% in size
Target sequence (P02791 2-175 limits assumed): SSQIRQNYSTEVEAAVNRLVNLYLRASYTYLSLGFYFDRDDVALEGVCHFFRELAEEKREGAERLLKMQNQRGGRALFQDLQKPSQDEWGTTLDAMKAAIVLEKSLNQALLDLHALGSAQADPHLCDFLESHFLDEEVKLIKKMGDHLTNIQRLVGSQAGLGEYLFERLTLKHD
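Concentration-response curves derived by four-parameter Hill fitting of normalized fluorescence, where compounds displaced 1-AMA from 10 uM horse apoferritin following a brief 10 min room-temperature incubation; propofol titration acted as positive control.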
POLB inh = blocks human DNA polymerase beta activity; Pol beta primer extension/strand displacement, fluorescence kinetic; Potency, µM (series often up to 114 µM), inactives show top-dose activity change, negative = inhibition, hits mostly inhibitors; hit rate 1.3% among 340,000; P06746; note: potency is the fitted concentration of half-maximal effect; % is set by controls: 0 for no effect and ±100 for the full control effect
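Human Pol beta at 10 nM; strand-displacement substrate 50 nM final. Compound exposure 15 min at room temperature before start, reaction 10 min at room temperature.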
RGS4 inh = human RGS4 inhibition; AID 504845; hit rate 0.039% among 390,000; Potency, µM (titrated, usually from 114 µM), without a hit: top-dose activity change, negative = inhibition, usual class: inhibitors; Transcreener GDP fluorescence polarization, RGS4-accelerated GTP hydrolysis; P49798; note: potency is the fitted concentration of half-maximal effect; % is set by controls: 0 for no effect and ±100 for the full control effect; nearly all actives have a fitted effect of over 75% in size; some results filed as inactive show a strong effect at the top dose
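MLSMR compounds (23 nl, pin-transferred) preincubated 10 min at room temperature with a 500nM (2x) first reagent, then RGS4 at 900nM (2x) plus Transcreener GDP mix added; fluorescence polarization (620/688 nm) read before and after 90 min at 30 °C.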
* hit, by the source's call; i = inactive; ? = inconclusive; . = not tested or not shown; & = joins results of further samples; [ ] = another dose, or the depositor's remark. Unless noted, calls come from the whole dose curve; as a rule, active = well fitted curve in the direction sought with a large enough effect; inconclusive = small, poorly fitted or top-dose-only effect, or another doubt; inactive = no such curve, though single readings can be large; an effect the other way counts as inactive or inconclusive. A portion of the library; rates above refer to the full screens.

Compound	ALOX12 inh	ERG Ets-DNA blk	APEX1 inh	POLK inh	LDHA inh	Pol eta inh	Apoferritin bind	POLB inh	RGS4 inh
Cc1cc(C)cc(NS(=O)(=O)c2ccc(NC(=O)c3ccccc3C(=O)O)cc2)c1	?	-5%	.	-14%	-3	-18%	.	.	11%
CCn1c(C)nc2cc(C(=O)NNC(=S)Nc3ccccc3OC)ccc21	0%	4%	2%	-3%	-4	-1%	-11%	5%	-19%
O=C(Nc1ccc(S(=O)(=O)Nc2ccccc2)cc1)N1CCCC1	-10%	0%	.	-9%[60.1 µM]	-3	-8%	-3%	13%	0%
O=C(CCNC(=O)C1CCN(S(=O)(=O)c2ccc(F)cc2)CC1)NCc1ccc(F)cc1	10%	8%	33%	0%	0	-16%	-1%	20%	0%[56.9 µM]
CC/C(=N/O)c1cnnc(SC)n1	-24%	-19%	13%	-5%	-4	3%	-12%	0%	8%
C=CCN1CC(=O)N2Cc3[nH]c4ccccc4c3C[C@H]2C1=O	3%	6%	-5%	0%	-4	2%	-5%	30%	-9%
CCOc1ccc2nc(SCC(=O)c3ccc(Cl)s3)sc2c1	i	32%[activator]	-3%	-26%	-2	?	-10%	0%	-31%
Cc1cc(CNC(=S)Nc2ccc(S(=O)(=O)Nc3ncccn3)cc2)nn1C	12%	-4%	-8%	-12%	-12	-18%	-1%	62%	8%
COC(=O)c1cc(NC(=O)Cn2c(=O)oc3ccccc32)cc(C(=O)OC)c1	-28%	7%	-9%	-10%	-1	-18%	-6%	-13%	10%
C/C(=N\NC(=O)c1ccc(Cn2cc(Br)cn2)o1)c1ccc(NC(=O)c2ccoc2C)cc1	17%	8%	-8%	-9%	-10	-16%	5%	12%	2%
COc1ccc(C(=O)N2N=C(c3cccc(NS(C)(=O)=O)c3)CC2c2cccs2)cc1 (centres undefined)	3%	-5%	19%	0%	1	-15%	-5%	-21%	-21%
Cn1nc(-c2ccccc2)c(C(O)c2ccccc2C(F)(F)F)c1Cl (centres undefined)	0%	4%	-1%	-15%	-8	-14%	-13%	6%	24%
O=C1CC(N(Cc2cccs2)C(=O)Nc2ccccc2)C(=O)N1c1ccc(Cl)cc1 (centres undefined)	-26%	50%[activator]	7%	-8%	0	-24%	0%	28%	-34%
COC(=O)c1ccc(Cl)cc1NC(=O)/C=C/c1ccc(C)o1	?	4%	10%	-8%	4	-21%	1%	4%	3%
COc1ccccc1CN1CC(C(=O)NCCc2ncccc2C)CCC1=O (centres undefined)	14%	8%	9%	-3%	-13	2%	-4%	-24%	24%
CCN(CC)C(=O)Cn1nc(-c2ccncc2)nc1SCC(=O)Nc1ccc(OC)cc1	-25%	11%	-8%[12.4 µM]	-11%	-2	2%	0%	-1%	6%
Cc1ccc(Sc2ccc(NC(=O)CCN3C(=O)NC4(CCCC4)C3=O)cc2)c(C)c1	?	7%	-14%	-9%	-4	-7%	.	.	-2%
Cc1c(C(=O)O)sc2nc(/C=C/c3ccccc3OC(F)F)[nH]c(=O)c12	-30%	-9%	?	-1%	-12	?	3%	40µM*	6%
COCC(=O)N1CCC(Oc2ccc(C(=O)N3C[C@@H](C)O[C@@H](C)C3)cc2)CC1	0%	0%	15%	-18%	-8	-18%	-3%	3%	-14%
Cc1nn(CC(O)COc2ccc3c(c2)CCC3)c(C)c1Br (centres undefined)	5%	-3%	-1%	-11%	-3	-13%	-16%	32%	26%
Cc1cccc(NC(=O)c2sc3nc4c(c(-c5ccco5)c3c2N)CCC4)c1	?	-9%	-4%	-15%	3	-1%	-10%	23%	2%[11.4 µM]
COc1ccc(CC(=O)Oc2ccc(C(C)C)cc2)cc1S(=O)(=O)N1CCOCC1	-18%	13%	-4%	-17%	-3	-14%	.	.	-21%
COc1ccc([N+](=O)[O-])cc1NC(=O)CS(=O)(=O)c1ccc(C)cc1	3%	-9%	-4%	-9%	-8	-6%	-7%	2%	3%
O=c1c(-c2ccnn2-c2ccccc2F)cnc2n1CCS2	-14%	1%	3%	-19%	-3	0%	-8%	3%	1%
C[C@@H]1CN(C(=O)c2ccc(OC3CCN(S(=O)(=O)N(C)C)CC3)cc2)C[C@H](C)O1	0%	-4%	10%	-1%	-11	1%	-2%	25%	20%
CC(C)CC(=O)NC1(C(F)(F)F)NC(=O)N(c2ccccc2)C1=O (centres undefined)	10%	7%	1%	1%	0	-9%	-7%	-2%	59%[activator]
Cc1ccc(Nc2nc(Nc3ccc(C)c(C)c3)nc(N3CCOCC3)n2)cc1C	-1%	1%	.	-2%	-4	-14%	-7%	1%	13%
O=C(CSc1nnc(Cn2cnc3ccccc32)o1)c1ccccc1	5%	-1%	0%	-6%	-4	-16%	-7%	0%	15%[11.4 µM]
Cn1cc(S(=O)(=O)N2CCOCC2)cc1C(=O)NCc1ccc(Cl)cc1	18%	14%	32%	4%	-2	-15%	-20%	-9%	-13%
O=c1[nH]c2c(oc3ccccc32)c(=O)n1Cc1ccccc1	13%	4%	-6%	-4%	-2	-8%	-7%	2%	1%
CCCCCN(C(=O)CCC(=O)OC(C)C(=O)c1ccc(CC)cc1)c1c(N)n(CCCC)c(=O)[nH]c1=O (centres undefined)	242%[activator]	-7%	.	-18%	-4	-6%	.	.	-33%
CC(NS(=O)(=O)c1ccc(F)cc1)C(c1cccs1)N1CCOCC1 (centres undefined)	15%	0%	-2%	4%	0	-3%	-12%	1%	-6%
COc1ccc(/C=N/NC(=O)C2CC2)c(OC)c1OC	0%	-4%	-8%	-2%	1	-4%	-2%	29%	15%
CCn1c(C(O)c2ccc(C)cc2)nc2ccccc21 (centres undefined)	0%	-4%	-2%	-3%	-6	-9%	-19%	-22%	8%
CCC(C)(C)NC(=O)CN(C(=O)C(=O)Nc1ccc2c(c1)OCCO2)C(C)(C)CC	8%	-1%	18%	-3%	0	-18%	-15%	31%	-2%
Cc1csc(NC(=O)CSCC(=O)Nc2ccccc2)n1	19%	-8%	-7%	-6%	-3	-20%	2%	?	-30%
CCN(CC)N=Nc1ccc(S(=O)(=O)Nc2c(C)n(C)n(-c3ccccc3)c2=O)cc1	29%	13%	16%	4%	0	-14%	-11%	-29%	12%
CCOc1ccc(S(=O)(=O)NCCC(=O)NCCOc2ccccc2)cc1	13%	3%	-12%	-15%	-16	-11%	.	.	-12%
COc1cccc(CN2CCN(CC(=O)NCCc3ccccc3)CC2)c1	0%	6%	-9%	-7%	3	3%	-5%	7%	2%
CCOC(=O)C[C@H]1c2ccc(C(F)(F)F)cc2S(=O)(=O)N1Cc1ccccc1	6%	-6%	.	-14%&-8%	-2	-10%	.	.	-3%
CCOC(=O)Cn1nnnc1CN(Cc1ccc(OC)cc1)Cc1cc2cc(C)cc(C)c2[nH]c1=O	3%	.	-1%	-8%	4	-1%	4%	11%	6%
O=C(/C=C/c1cccs1)Nc1ccc(S(=O)(=O)Nc2ncccn2)cc1	2%	-8%	-9%	-23%	-17	2%	-2%	?	8%
COc1cccc(/C=C/C(=O)OCC(=O)Nc2ccc(S(=O)(=O)N3CCCC3)cc2)c1	-4%	7%	8%	-8%	-10	-13%	-5%	37%	9%
CCCC[C@@H]1CCCO[C@@](C(=O)NCc2ccc(C)o2)(C(F)(F)F)C1	?	-4%	-9%	-2%&-10%	2	-18%	?	.	?
COCc1nnc(NC(=O)c2ccc(S(=O)(=O)N(C)c3ccccc3)cc2)o1	5%	11%	?	4%	2	-18%	-3%	-1%	-3%
O=C(Nc1ccc2nc3n(c(=O)c2c1)CCCC3)c1cncc(Br)c1	2%	-3%	.	7%	-2	-6%	.	.	19%
COc1ccc([N+](=O)[O-])cc1NC(=O)Cn1ccc(C(F)(F)F)n1	-7%	1%	4%	-1%	-14	3%	-15%	?	9%
Cc1ccc(CCNC(=O)C2CC(c3ccccc3C(F)(F)F)=NO2)cc1 (centres undefined)	-11%	11%	-3%	-8%	-2	-12%	6%	3%	11%
COc1ccccc1C1(CC(=O)N2CCCCC2)CCOC(C(C)C)C1 (centres undefined)	-8%	6%	14%	-9%	2	-7%	-14%	31%[activator]	18%
Cc1ccc(N2CC(C(N)=O)CC2=O)cc1 (centres undefined)	-26%	5%	-2%	-2%	-6	-1%	-3%	-1%	6%

Continued.
Compound	ALOX12 inh	ERG Ets-DNA blk	APEX1 inh	POLK inh	LDHA inh	Pol eta inh	Apoferritin bind	POLB inh	RGS4 inh
C[C@@H]1CN([C@H](C)CO)C(=O)c2cc(NC(=O)Nc3cccc4ccccc34)ccc2O[C@H]1CN(C)Cc1ccc(C(F)(F)F)cc1	-11%	15%	-26%	-19%	10	-9%	.	.	-1%
CCCc1c(C(=O)N/N=C(\C)CCc2ccccc2)nnn1-c1nonc1N	4%	0%	71%[activator]	17%	2	0%	-10%	15%	-39%[56.9 µM]
O[C@@H]([C@H](O)[C@H](O)CBr)[C@H](O)CBr	?	20%	.	20%	-5	-12%	.	.	-28%
CCCN1CCN(CCNC(=O)Nc2cc(C)ccc2C)CC1	0%	-2%	11%	-6%	-11	5%	-4%	22%	16%
CCN1CCOC(CC(=O)Nc2cccc([N+](=O)[O-])c2)C1=O (centres undefined)	0%	-3%	-1%	-12%	-8	-10%	-8%	6%	-34%
